Salmonella PhoP GFP: inhibitors of PhoP regulon expression, primary screen, Salmonella Typhimurium, GFP reporter (AID 1863); S. Typhimurium PhoP-regulated promoter GFP reporter, 4 h; higher % means a stronger effect; inhibition, % at 50 µM; hits with a dose series show IC50 in µM; 0.16% of 300,000 active;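 active = inhibition over 29.93%, a cutoff 3 SD above the screen mean, later confirmed by dose response; inconclusive = inhibition over 29.93% but no dose response follow-up; inactive = inhibition at most 29.93% or unconfirmed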;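 also: 0% = low Mg2+ inducing control and 100% = high Mg2+ repressing control; strong numbers were not always called active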
Myeloid diff MLP: compounds promoting myeloid differentiation. ER-HoxA9 myeloid progenitors, lysozyme-GFP differentiation, flow cytometry. calls only at 10 µM. 1% of 360,000 active. AID 624256;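 active = normalized GFP-positive differentiation at or above the plate's own cutoff, the solvent-only control mean plus 3 SD; inconclusive = no clear call, values can overlap the other calls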;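 also: cells exposed to compound for four days before flow analysis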
West Nile virus CPE: inhibition of WNV-induced cytopathic effect – cell-based, CPE readout (AID 1621); CPE inhibition, % at 10 µM, or IC50 in µM where a hit was titrated; West Nile virus-infected cells, CPE inhibition; higher % means a stronger effect; 0.02% of 290,000 active; in the data active = a potency from the dose series; inconclusive = CPE inhibition mostly from about 3.7% at the one dose, without a potency; inactive = the rest, 99 in 100 with CPE inhibition below about 2.2%; also: strong numbers were not always called active
Rac1 GTP hydrolysis: MgcRacGAP GTPase-activating activity inhibitors, confirmation, biochemical, ADP Hunter fluorescence; 0.6% of 340,000 active; MgcRacGAP-stimulated Rac1 GTP hydrolysis, ADP Hunter fluorescence; higher % means a stronger effect; GST-tagged Rac1 F28L mutant substrate; AID 624330; inhibition, % at 30 µM, or IC50 in µM where a hit was titrated;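 active = first-screen hits whose inhibition reached a set limit at any dose in the follow-up dose series; inconclusive = inhibition above the set first-screen limit but never retested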;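 also: fluorescence reports GDP produced by GAP-driven GTP hydrolysis; strong numbers were not always called active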
bCat nuc transl: modulators of beta-catenin nuclear translocation; HeLa beta-catenin nuclear translocation, immunofluorescence imaging; nuclear translocation activity, % at 5 µM; 0.3% of 190,000 active; AID 1665;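 active = nuclear translocation activity above 50% at 5 µM, with a well cell count of 50 or more; inconclusive = wells under 50 cells across six images, flagged as toxic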;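 also: per-cell ratio of nuclear to cytoplasmic median beta-catenin stain intensity; plate controls were DMSO negative control for no effect and GSK-3 inhibitor IX positive control for full effect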
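Signal – beta-catenin immunofluorescence imaging with DAPI · Test system – human HeLa cell line · Dosing – 5 µM primary single dose, 0.1% DMSO, 0.02–20 µM confirmation series · Measure – % activation, nuclear-to-cytoplasmic median beta-catenin signal ratio per cell · Incubation – 24 h compound exposure at 37°C, 5% CO2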
RSV CPE inhibition: RSV antiviral activity via CPE protection, HEp-2 cells, primary 10 µM value included (AID 2391); HEp-2 cells, RSV-induced CPE inhibition; higher % means a stronger effect; one-dose CPE inhibition, % at 10 µM; IC50 in µM for titrated hits; 0.13% of 310,000 active; in the data active = a potency from the dose series; inconclusive = CPE inhibition mostly from about 23% at the one dose, without a potency; inactive = the rest, 99 in 100 with CPE inhibition below about 21%; also: strong numbers were not always called active
T cell modulator: modulates CD8 T cell binding to vesicles; 2C CD8+ T cell-vesicle binding, flow cytometry; active compounds read low; calls only at 7 µM; 0.068% of 330,000 active; AID 2052;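 active = response, share of CD8 T cells binding vesicles, and their 90th percentile fluorescence all below set limits, cut at about 80% in these data, passing the limit was not always enough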
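Material: murine 2C transgenic CD8+ T lymphocytes / Also added: QL9-peptide-loaded Drosophila micro-vesicles bearing Ld, ICAM-1 and B7-1 / Schedule: binding step 1.5 h, 37 °C, antibody labelling 20 min, ice / Signal: flow cytometry, PE anti-B7-1 (FL2) versus Alexa647 anti-CD8 (FL8), PFA-fixed / Evaluation: percent CD8+ FL2 mean versus row control / Benchmarks: naked versus QL9-loaded vesicles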
WT yeast gro inh: growth inhibition of WT yeast, mitochondrial fusion screen | mitochondrial fusion phenotypic screen, WT strain | inhibition, % at 10 µM | 2.1% of 190,000 active | AID 1362; in the data active = inhibition above about 58%; tested in S. cerevisiae
SV40 large T antigen: SV40 large T antigen inhibitors, biochemical (AID 1903); SV40 large T antigen ATPase/helicase inhibition assay; higher % means a stronger effect; inhibition, % at 20 µM; hits with a dose series show IC50 in µM; 0.39% of 310,000 active; in the data active = a potency from the dose series; inconclusive = inhibition mostly from about 32% at the one dose, without a potency; inactive = the rest, 99 in 100 with inhibition below about 32%; also: strong numbers were not always called active
WT yeast gro inh mutant strain: also measured in WT yeast gro inh; calls as there; inhibition, %; mitochondrial fusion phenotypic screen, mutant strain inhibition
bCat nuc transl cell count 5 µM: further read-out of bCat nuc transl, marked with its call; cell count; measured here: cell count, cytotoxicity flag
T cell modulator vesicle-bound %: second read-out of T cell modulator, no call of its own (marks repeat the call); double positive events, %; measured here: CD8+ vesicle-bound cell fraction;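 binding gate set so that unloaded-vesicle control wells show 10% double positive cells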
Myeloid diff MLP GFP+ MAC1+ %: second read-out of Myeloid diff MLP, no call of its own (marks repeat the call); GFP+ MAC1+ double positive, %; measured here: differentiation confirmed by MAC1 staining
Active calls of the source: *.

How did COc1cccc(OC)c1OCCN(C)C do in these assays?
Salmonella PhoP GFP: 12%; Myeloid diff MLP: inactive; West Nile virus CPE: 0.1%; Rac1 GTP hydrolysis: 20%; bCat nuc transl: -3.1; RSV CPE inhibition: 0.6%; T cell modulator: inactive; WT yeast gro inh: -4; SV40 large T antigen: 19%; WT yeast gro inh mutant strain: 0; bCat nuc transl cell count 5 µM: 1074; T cell modulator vesicle-bound %: 49; Myeloid diff MLP GFP+ MAC1+ %: 0.9

How did Cc1cc(N/N=C/c2ccncc2)c([N+](=O)[O-])cc1[N+](=O)[O-] do in these assays?
Salmonella PhoP GFP: -9%; Myeloid diff MLP: inactive; West Nile virus CPE: -0.1%; Rac1 GTP hydrolysis: 3%; bCat nuc transl: -0.3; T cell modulator: inactive; SV40 large T antigen: 11%; bCat nuc transl cell count 5 µM: 1337; T cell modulator vesicle-bound %: 37; Myeloid diff MLP GFP+ MAC1+ %: 0.9

How did C[C@@H]1ON(C2CCCCC2)[C@H]2c3nc4ccccc4n3C[C@@H]12 do in these assays?
Salmonella PhoP GFP: 7%; Myeloid diff MLP: inactive; West Nile virus CPE: 0.0%; Rac1 GTP hydrolysis: 4%; RSV CPE inhibition: -0.7%; T cell modulator: inactive; SV40 large T antigen: -1%; T cell modulator vesicle-bound %: 18; Myeloid diff MLP GFP+ MAC1+ %: 1.9

What do the screens show for `O=C(c1ccco1)N1CCN(C(=S)Nc2ccc(F)c(Cl)c2)CC1`?
Salmonella PhoP GFP: -3%; Myeloid diff MLP: inactive; West Nile virus CPE: -0.3%; Rac1 GTP hydrolysis: 1%; RSV CPE inhibition: 2.1%; T cell modulator: inactive; SV40 large T antigen: >100µM*; T cell modulator vesicle-bound %: 72; Myeloid diff MLP GFP+ MAC1+ %: 0.4

Results for Cc1nnc(SCC(=O)N(C(C)C)C(C)C)[nH]c1=O ?
Salmonella PhoP GFP: 7%; Myeloid diff MLP: inactive; West Nile virus CPE: 0.7%; Rac1 GTP hydrolysis: -3%; bCat nuc transl: 0.1; RSV CPE inhibition: 3.0%; T cell modulator: inactive; WT yeast gro inh: 7; SV40 large T antigen: 3%; WT yeast gro inh mutant strain: 1; bCat nuc transl cell count 5 µM: 1521; T cell modulator vesicle-bound %: 32; Myeloid diff MLP GFP+ MAC1+ %: 0.7

How did COC(=O)c1cccc(OC(N)=O)c1 do in these assays?
Salmonella PhoP GFP: 6%; West Nile virus CPE: 0.4%; bCat nuc transl: -2.2; RSV CPE inhibition: 0.1%; T cell modulator: inactive; WT yeast gro inh: 9; SV40 large T antigen: -34%; WT yeast gro inh mutant strain: 16; bCat nuc transl cell count 5 µM: 1175; T cell modulator vesicle-bound %: 35

How did O=C(NCC1CCCO1)c1ccc(Cl)c(F)c1F (stereo unspecified) do in these assays?
Salmonella PhoP GFP: 0%; Myeloid diff MLP: inactive; West Nile virus CPE: 0.4%; Rac1 GTP hydrolysis: 6%; bCat nuc transl: -4.7; RSV CPE inhibition: 0.8%; T cell modulator: inactive; WT yeast gro inh: 12; SV40 large T antigen: 7%; WT yeast gro inh mutant strain: 15; bCat nuc transl cell count 5 µM: 1227; T cell modulator vesicle-bound %: 40; Myeloid diff MLP GFP+ MAC1+ %: 1.8

How did CCOC(=O)C1CCN(C(=O)COC(=O)CNC(=O)c2ccc(OC)cc2)CC1 do in these assays?
Salmonella PhoP GFP: -4%; Myeloid diff MLP: inactive; West Nile virus CPE: -0.1%; Rac1 GTP hydrolysis: 5%; bCat nuc transl: -2.8; RSV CPE inhibition: 1.8%; T cell modulator: inactive; WT yeast gro inh: -20; SV40 large T antigen: 8%; WT yeast gro inh mutant strain: -6; bCat nuc transl cell count 5 µM: 1204; T cell modulator vesicle-bound %: 5; Myeloid diff MLP GFP+ MAC1+ %: 0.4

How did Cc1ccc(-n2c(-c3c(-c4ccccc4)noc3C)n[nH]c2=S)cc1 do in these assays?
Salmonella PhoP GFP: -7%; Myeloid diff MLP: inactive; West Nile virus CPE: -0.4%; Rac1 GTP hydrolysis: -3%; bCat nuc transl: -1.6; RSV CPE inhibition: 0.1%; T cell modulator: inactive; WT yeast gro inh: -9; SV40 large T antigen: 9%; WT yeast gro inh mutant strain: 11; bCat nuc transl cell count 5 µM: 1167; T cell modulator vesicle-bound %: 41; Myeloid diff MLP GFP+ MAC1+ %: 1.6

What do the screens show for `COc1cc(OC)c(OC)cc1C=NCC1(c2ccccc2)CCCC1`?
Salmonella PhoP GFP: 21%; Myeloid diff MLP: inactive; West Nile virus CPE: 0.2%; Rac1 GTP hydrolysis: 3%; bCat nuc transl: 0.7; RSV CPE inhibition: 0.9%; T cell modulator: inactive; WT yeast gro inh: -4; SV40 large T antigen: -3%; WT yeast gro inh mutant strain: 9; bCat nuc transl cell count 5 µM: 1284; T cell modulator vesicle-bound %: 64; Myeloid diff MLP GFP+ MAC1+ %: 1.1

How did O=C(/C=C(O)/C=C/c1ccc(O)cc1)/C=C/c1ccc(O)cc1 do in these assays?
Myeloid diff MLP: inactive; Rac1 GTP hydrolysis: 14%; RSV CPE inhibition: 7.1%; T cell modulator: inactive; T cell modulator vesicle-bound %: 23; Myeloid diff MLP GFP+ MAC1+ %: 0.7

How did COCC(=O)N1CCCC(N(C)CCc2ccc(OC)c(OC)c2)C1 (stereo unspecified) do in these assays?
Salmonella PhoP GFP: 2%; Myeloid diff MLP: inactive; West Nile virus CPE: 0.0%; Rac1 GTP hydrolysis: 2%; RSV CPE inhibition: 0.4%; T cell modulator: inactive; SV40 large T antigen: 6%; T cell modulator vesicle-bound %: 9; Myeloid diff MLP GFP+ MAC1+ %: 0.7

What do the screens show for `Cn1c2c(c(=O)n(C)c1=O)C(CC(=O)Nc1ccccc1)C(=O)N2` (stereo unspecified)?
Salmonella PhoP GFP: -1%; Myeloid diff MLP: inactive; West Nile virus CPE: 2.0%; Rac1 GTP hydrolysis: 9%; RSV CPE inhibition: 1.5%; T cell modulator: inactive; WT yeast gro inh: -8; SV40 large T antigen: 4%; WT yeast gro inh mutant strain: -1; T cell modulator vesicle-bound %: 14; Myeloid diff MLP GFP+ MAC1+ %: 0.4

What do the screens show for `CCCc1nc2nc(C)c(NS(=O)(=O)c3ccc(CC(C)C)cc3)c(=O)n2[nH]1`?
Salmonella PhoP GFP: 7%; Myeloid diff MLP: inactive; West Nile virus CPE: 0.2%; Rac1 GTP hydrolysis: -1%; RSV CPE inhibition: 0.2%; T cell modulator: inactive; SV40 large T antigen: 1%; T cell modulator vesicle-bound %: 24; Myeloid diff MLP GFP+ MAC1+ %: 0.3

Results for COc1cc2[nH]c(=O)c(C(=O)NCCCN3CCOCC3)c(O)c2cc1OC ?
Salmonella PhoP GFP: 4%; Myeloid diff MLP: inactive; West Nile virus CPE: 0.5%; Rac1 GTP hydrolysis: 12%; bCat nuc transl: -0.8; RSV CPE inhibition: -1.3%; T cell modulator: inactive; WT yeast gro inh: -7; SV40 large T antigen: 17%; WT yeast gro inh mutant strain: -2; bCat nuc transl cell count 5 µM: 1104; T cell modulator vesicle-bound %: 52; Myeloid diff MLP GFP+ MAC1+ %: 0.5

What do the screens show for `CCC(C)n1c(SCC(=O)NC(=O)c2cccn2C)nc2ccccc2c1=O` (stereo unspecified)?
Salmonella PhoP GFP: -1%; Myeloid diff MLP: inactive; West Nile virus CPE: 0.2%; Rac1 GTP hydrolysis: 4%; bCat nuc transl: 0.3; RSV CPE inhibition: 1.1%; T cell modulator: inactive; WT yeast gro inh: 25; SV40 large T antigen: 4%; WT yeast gro inh mutant strain: 16; bCat nuc transl cell count 5 µM: 1124; T cell modulator vesicle-bound %: 20; Myeloid diff MLP GFP+ MAC1+ %: 0.4

What do the screens show for `CCOC(=O)c1oc2c(c1C)/C(=N/O)CCC2`?
Salmonella PhoP GFP: 13%; Myeloid diff MLP: inactive; Rac1 GTP hydrolysis: 10%; RSV CPE inhibition: inconclusive; T cell modulator: inactive; WT yeast gro inh: 6; SV40 large T antigen: -2%; WT yeast gro inh mutant strain: -5; T cell modulator vesicle-bound %: 59; Myeloid diff MLP GFP+ MAC1+ %: 1.4

How did O=C(CN1CCN(CCN2C(=O)c3cccc4cccc(c34)C2=O)CC1)c1ccc(F)cc1 do in these assays?
Salmonella PhoP GFP: -2%; Myeloid diff MLP: inactive; West Nile virus CPE: 0.8%; Rac1 GTP hydrolysis: 8%; bCat nuc transl: -1.6; RSV CPE inhibition: -2.5%; T cell modulator: inactive; WT yeast gro inh: 19; SV40 large T antigen: 4%; WT yeast gro inh mutant strain: 10; bCat nuc transl cell count 5 µM: 1087; T cell modulator vesicle-bound %: 24; Myeloid diff MLP GFP+ MAC1+ %: 0.8

What do the screens show for `CCN(CC)S(=O)(=O)c1ccc(S(=O)(=O)N2CCN(C(=O)c3ccco3)CC2)cc1`?
Salmonella PhoP GFP: 3%; West Nile virus CPE: -1.2%; Rac1 GTP hydrolysis: 3%; bCat nuc transl: -7.6; RSV CPE inhibition: -0.1%; T cell modulator: inactive; WT yeast gro inh: 0; SV40 large T antigen: 1%; WT yeast gro inh mutant strain: 0; bCat nuc transl cell count 5 µM: 1227; T cell modulator vesicle-bound %: 51

Results for Cc1cc(C)n(C(=O)Cn2nc([N+](=O)[O-])cc2C)n1 ?
Salmonella PhoP GFP: -13%; Myeloid diff MLP: inactive; West Nile virus CPE: 0.1%; Rac1 GTP hydrolysis: 2%; bCat nuc transl: -0.7; RSV CPE inhibition: 1.5%; T cell modulator: inactive; WT yeast gro inh: -3; SV40 large T antigen: 2%; WT yeast gro inh mutant strain: -19; bCat nuc transl cell count 5 µM: 1067; T cell modulator vesicle-bound %: 19; Myeloid diff MLP GFP+ MAC1+ %: 0.7
